ERAP1 inh: ERAP1 (human) enzyme inhibition; recombinant ERAP1, Leu-AMC fluorescence, 60 min; inhibition, % at 10.7 µM; 340,000 compounds, 0.15% hits; Q9NZ08;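 active = mean replicate inhibition of at least 30%, or all replicates individually reaching that 30% level; inactive = mean below 30% and not every replicate reaching it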;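 also: 0% = neutral control wells and 100% = L-leucinethiol positive control wells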
Cneo AK release: Cryptococcus neoformans lysis via adenylate kinase release; C. neoformans lysis, adenylate kinase release luminescence, 4 h; normalised: neutral wells 0, clomiphene wells 100; lysis activity, % at 15 µM; 360,000 compounds, 0.2% hits; AID 651654;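 active = mean lysis activity across replicates of at least 80%, whatever share of replicates individually reach that level; inactive = mean lysis activity below 80%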
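Assay system: Cryptococcus neoformans yeast cells / Dosing: single-point compound dose / Timing: 4 h at 37 °C static, read 1 h later / Measured by: luminescence of released adenylate kinase using an AK detection reagent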
XiGFP reactiv: reactivates the inactive X chromosome in mouse fibroblasts; XiGFP mouse fibroblasts, % GFP-positive cells imaging, 3 d; cells co-treated with 5-aza-dC sensitizer; scaled so ellipticine positive control = 100%; AID 743238; activation, % at 7.58 µM; 360,000 compounds, 0.055% hits;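 active = mean normalized replicate activation at least 10% and every replicate at or above 10%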;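 also: 0% = median of on-plate neutral control wells and 100% = ellipticine 6 µM median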
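System: 68-5-11 XiGFP fibroblast line; Timing: 3 days compound exposure; Compound dosing: one concentration, pinned; Benchmarks: positive control ellipticine, 6 µM final; Buffer or medium: DMEM containing 5-aza-dC.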
SIRT5 inh: inhibitors of human sirtuin-5 desuccinylase. Q9NXA8. Purified SirT5, succinyl-peptide AMC, trypsin-coupled fluorescence. inhibition, % at 15 µM. 330,000 compounds, 1.1% hits; in the data active = inhibition above about 15%
Target sequence (Q9NXA8 whole entry, looked up): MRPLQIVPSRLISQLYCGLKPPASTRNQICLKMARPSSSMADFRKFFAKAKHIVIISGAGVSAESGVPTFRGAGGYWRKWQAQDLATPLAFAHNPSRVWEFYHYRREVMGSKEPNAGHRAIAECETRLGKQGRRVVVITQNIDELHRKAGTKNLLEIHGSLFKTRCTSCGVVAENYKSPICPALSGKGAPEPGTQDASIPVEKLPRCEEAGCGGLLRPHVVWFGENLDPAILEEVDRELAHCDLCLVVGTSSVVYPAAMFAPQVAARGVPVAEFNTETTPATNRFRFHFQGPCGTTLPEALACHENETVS
PGC1a acetyl inh: modulators of PGC1a acetylation; inhibition, % at 15.6 µM; AID 651687; U2OS PGC1a acetylation, AlphaScreen anti-acetyl-lysine; with virally co-expressed GCN5 acetyltransferase; 350,000 compounds, 0.17% hits;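 active = every replicate shows inhibition of at least 40%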;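 also: 0% = neutral control wells and 100% = positive control wells; some results beyond the cut were filed as inactive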
LGR2 inh: Drosophila LGR2 receptor signaling inhibition | HEK293 LGR2, CRE-luciferase, bursicon-stimulated, 4 h | inhibition, % at 9.99 µM | 380,000 compounds, 0.35% hits;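 active = drop in luminescence signal, shown as inhibition above about 50% in the replicate tests, limit read from the data, passing the limit was not always enough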;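 also: agonist challenge used bursicon conditioned medium at about half maximal strength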
S100A4 MyoIIA: blocks human S100A4 binding to myosin IIA peptide; S100A4/TAMRA-MyoIIA peptide fluorescence polarization; 360,000 compounds, 0.14% hits; inhibition, % at 10.7 µM; P26447;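 active = mean inhibition of at least 70% across replicates, with every replicate also reaching that level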
Target sequence (P26447 whole entry, looked up): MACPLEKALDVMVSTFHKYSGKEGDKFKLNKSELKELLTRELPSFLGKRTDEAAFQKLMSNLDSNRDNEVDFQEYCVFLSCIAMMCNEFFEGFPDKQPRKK
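Material: S100A4 monomer (human). Medium: Calcium-containing HEPES buffer, pH 7.2. Probe or stimulus: labelled myosin peptide probe, 5 nM. Compound dosing: one concentration per compound. Timing: polarization read 5 min after assay mix addition, stable 5–60 min. Benchmarks: DMSO as neutral control, TFP as positive control.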
Statin myotox sup: suppressors of simvastatin-induced myotoxicity in C2C12 myotubes | ATP luminescence, 48 h; scaled: DMSO 0, geranylgeraniol control 100 | rescue of ATP level, % at 7.49 µM | 330,000 compounds, 0.78% hits | AID 602340;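 active = mean ATP rescue above about 67%, or every replicate alone reaching that limit, limit read from the data, passing the limit was not always enough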;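 also: myotubes were challenged with 10 µM simvastatin during compound exposure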
Numbers without * were called inactive; . = no result given; & = joins results of further samples. An excerpt; the hit share may differ from the screen's.

SMILES	ERAP1 inh	Cneo AK release	XiGFP reactiv	SIRT5 inh	PGC1a acetyl inh	LGR2 inh	S100A4 MyoIIA	Statin myotox sup
COc1ccc2nc(-c3ccccc3)cc(C(=O)OCC(=O)NC3CC3)c2c1	-5	.	0.0	-3	.	-11	5	.
COc1ccc(N2C(=O)C(CC(N)=O)N(NC(=O)c3cccc(OC)c3)C2=S)cc1 (configuration not stated)	-1	.	0.0	-2	-2	-11	-6	.
Cc1ccc(S(=O)(=O)N2[C@@H]3CNC[C@H]2C3c2ccc(-c3ccc(C#N)cc3)cc2)cc1 (some centres not stated)	-2	.	0.1	-1	3	2	-1	.
C/C=C/c1ccc([C@@H]2[C@@H](CO)N(C(=O)c3ccccc3)[C@@H]2CNC(C)C)cc1	.	-4	0.3	-1	1	1	7	-8
CCCCNC(=O)c1ccccc1SCc1c(C)noc1C	-4	5	0.1	-3	.	4	5	-9
C[C@H](CO)N1C[C@H](C)[C@H](CN(C)Cc2ccc3c(c2)OCO3)Oc2ncc(-c3cccc(F)c3)cc2C1=O	1	3	-0.8	3	9	15	-3	12
CC(NC(=O)C1CC12CCC2)c1ccccc1 (configuration not stated)	-1	.	0.1	-1	.	-4	-7	.
O=C(NC[C@@H]1[C@@H](c2ccccc2)[C@@H](CO)N1Cc1ccccn1)C1CCC1	.	-1	0.3	.	8	0	.	10
CN(C)Cc1c(C(=O)Nc2ccccc2)[nH]c2ccccc12	.	-2	0.6	.	.	10	-2	-2
Cc1cc(NC(=O)CSc2nc(-c3cccs3)nc3ccccc23)no1	1	-3	2.8	9	.	-17	1	18
Cc1cc(-n2c(=S)sc3c(=O)n(-c4ccc(F)cc4)c(SCC(=O)O)nc32)ccc1Cl	-8	4	0.1	-1	.	-4	-5	0
O=C(O)COc1ccccc1/C=C1\SC(=Nc2ccc(F)cc2)N(c2ccc(F)cc2)C1=O	-1	1	0.5	4	.	-1	-1	3
Cc1cc2ncc(C(=O)N=CN(C)C)cn2n1	4	.	0.0	0	.	2	-1	.
Cc1ccc(S(=O)(=O)Nc2ccc3c(c2)C(=O)N([C@@H](C)CO)C[C@@H](C)[C@@H](CN(C)C(=O)Nc2ccc(C(F)(F)F)cc2)O3)cc1	0	2	0.2	5	-6	-13	3	45
COc1ccc(/C=C2\SC(=O)N=C2N)cc1OC	-1	.	0.1	0	.	-38	-1	.
CN1C(=O)c2cc(NC(=O)c3ccc(Cl)cc3)ccc2OC[C@H]2O[C@H](CC(=O)O)CC[C@@H]21	.	.	0.2	.	8	16	.	10
COc1ccc(S(=O)(=O)Nc2cccc3c2O[C@H](CN(C)S(=O)(=O)c2ccc(OC)cc2)[C@H](C)CN([C@H](C)CO)C3=O)cc1	-2	.	0.2	9	.	-13	-11	.
O=C(Nc1ccccc1NC(=O)c1ccccc1F)c1ccccc1F	2	0	0.1	-5	-8	-8	-4	-4
O=C(CN1C(=O)C(=O)c2ccccc21)NCCc1ccccc1	1	.	0.4	-2	.	-9	3	-9
N#C[C@@H]1[C@H](c2ccccc2C2=CCCCC2)[C@@H](CO)N1C(=O)Cc1ccncc1	3	.	0.1	1	10	-1	8	.
COc1ccc(NC(=O)CN(C)C(=O)C2CC(=O)N(c3cccc4ccccc34)C2)cc1 (configuration not stated)	0	0	-0.1	1	-6	9	0	7
Cc1ccccc1CN(C)CC(=O)Nc1ccccc1-c1ccccc1	.	2	0.0	.	-1	2	.	8
Cc1ccnc(NC(=O)CC(c2ccccc2)c2ccccc2)n1	.	0	0.1	.	.	11	-16	2
CCOC(=O)c1sc(N/N=C/c2ccc(N(C)C)cc2)nc1C	-3	-1	0.2	2	-21	-27	-3	-18
Cc1ccc2c(c1)C1(SC(C)C(=O)N1c1ccc(Cl)cc1)C(=O)N2 (configuration not stated)	-9	.	0.1	-1	.	15	-7	.

Shown with values under each structure: part of the list above.
The line under a structure holds: ERAP1 inh, Cneo AK release, XiGFP reactiv, SIRT5 inh, PGC1a acetyl inh, LGR2 inh, S100A4 MyoIIA, Statin myotox sup
O=C(O)COc1ccccc1/C=C1\SC(=Nc2ccc(F)cc2)N(c2ccc(F)cc2)C1=O
→ -1, 1, 0.5, 4, ., -1, -1, 3
Cc1cc2ncc(C(=O)N=CN(C)C)cn2n1
→ 4, ., 0.0, 0, ., 2, -1, .
Cc1ccc(S(=O)(=O)Nc2ccc3c(c2)C(=O)N([C@@H](C)CO)C[C@@H](C)[C@@H](CN(C)C(=O)Nc2ccc(C(F)(F)F)cc2)O3)cc1
→ 0, 2, 0.2, 5, -6, -13, 3, 45
COc1ccc(/C=C2\SC(=O)N=C2N)cc1OC
→ -1, ., 0.1, 0, ., -38, -1, .
CN1C(=O)c2cc(NC(=O)c3ccc(Cl)cc3)ccc2OC[C@H]2O[C@H](CC(=O)O)CC[C@@H]21
→ ., ., 0.2, ., 8, 16, ., 10
COc1ccc(S(=O)(=O)Nc2cccc3c2O[C@H](CN(C)S(=O)(=O)c2ccc(OC)cc2)[C@H](C)CN([C@H](C)CO)C3=O)cc1
→ -2, ., 0.2, 9, ., -13, -11, .
O=C(Nc1ccccc1NC(=O)c1ccccc1F)c1ccccc1F
→ 2, 0, 0.1, -5, -8, -8, -4, -4
O=C(CN1C(=O)C(=O)c2ccccc21)NCCc1ccccc1
→ 1, ., 0.4, -2, ., -9, 3, -9
N#C[C@@H]1[C@H](c2ccccc2C2=CCCCC2)[C@@H](CO)N1C(=O)Cc1ccncc1
→ 3, ., 0.1, 1, 10, -1, 8, .
COc1ccc(NC(=O)CN(C)C(=O)C2CC(=O)N(c3cccc4ccccc34)C2)cc1 (configuration not stated)
→ 0, 0, -0.1, 1, -6, 9, 0, 7
Cc1ccccc1CN(C)CC(=O)Nc1ccccc1-c1ccccc1
→ ., 2, 0.0, ., -1, 2, ., 8
Cc1ccnc(NC(=O)CC(c2ccccc2)c2ccccc2)n1
→ ., 0, 0.1, ., ., 11, -16, 2
CCOC(=O)c1sc(N/N=C/c2ccc(N(C)C)cc2)nc1C
→ -3, -1, 0.2, 2, -21, -27, -3, -18
Cc1ccc2c(c1)C1(SC(C)C(=O)N1c1ccc(Cl)cc1)C(=O)N2 (configuration not stated)
→ -9, ., 0.1, -1, ., 15, -7, .

More compounds follow:
SMILES	ERAP1 inh	Cneo AK release	XiGFP reactiv	SIRT5 inh	PGC1a acetyl inh	LGR2 inh	S100A4 MyoIIA	Statin myotox sup
COC(=O)CCC(=O)OC1(C)C(=O)C=C2C=C3CCCN3C=C2C1=O (configuration not stated)	-1	-2	0.0	.	-1	5	11	.
COc1cccc(-c2nn[nH]n2)c1O	.	-4	-0.1	.	-1	-20	.	0
CN1CCN(C(=S)SCc2nc(N)nc(Nc3ccc(F)cc3)n2)CC1	7	1	0.0	-4	.	-8	2	.
O=S(=O)(c1ccccc1)c1nc(-c2ccco2)oc1Nc1ccccc1	-3	.	0.6	-2	.	.	-1	.
CCN(C(=O)CSc1nnc(Nc2ccc(OC)cc2)s1)C1CCS(=O)(=O)C1 (configuration not stated)	-3	.	0.0	-6	-5	2	-1	.
COCCNC(=O)C[C@H]1CC[C@@H](NC(=O)NC2CCCC2)[C@H](CO)O1	-1	0	0.0	2	10	-6	-5	2
O=C(NCC1CCCO1)C1CCC(=O)N1Cc1ccc(F)cc1 (configuration not stated)	.	-3	.	.	0	-2	.	5
O=C(CN1CCc2ccccc21)NN1CC(=O)N(c2ccccc2)CC1=O	0	.	0.0	-3	14	.	-8	.
C[C@@H]1CCCCO[C@@H](CN(C)S(=O)(=O)c2cccs2)[C@H](C)CN([C@H](C)CO)C(=O)c2cc(NS(C)(=O)=O)ccc2O1	-3	2	0.1	3	4	-12	-3	25
COc1ccc(OC)c(-c2cc(C(=O)N3CCCc4ccccc43)no2)c1	.	-2	.	.	-6	-1	.	15
Cc1ccc(-c2cc(C(=O)N/N=C/c3ccccc3O)n[nH]2)o1	-6	-1	0.8	-1	.	-42	-1	-6
O=C(Nc1ccc2c(c1)OCO2)c1cc2n(n1)C(C(F)(F)F)CC(c1ccccc1)N2 (configuration not stated)	5	.	.	1	-8	6	0	6
CC[C@@H]1C=C(C(=O)O)[C@H](c2ccc(Br)cc2)N1S(=O)(=O)c1ccc(C)cc1	-1	8	0.0	-6	-7	1	-2	-2
O=C(OCC(=O)N1CCOCC1)c1ccccc1OCc1ccccc1	-4	-1	0.2	4	.	-8	-2	5
Cc1ccc(/C=N/n2c(-c3ccncc3)n[nH]c2=S)o1	4	.	0.2	5	.	4	2	.
COc1ccc(NC(=O)N(C)C[C@@H]2Oc3ccc(NC(=O)Nc4ccc5c(c4)OCO5)cc3CC(=O)N([C@H](C)CO)C[C@@H]2C)cc1	.	0	0.2	.	3	1	.	12
OC(c1ccccc1)c1nc(-c2cnc3ccccc3c2)cs1 (configuration not stated)	0	-15	0.2	.	.	-61	-9	-3
C=CCNC(=S)N/N=C/c1cn(C)c2ccccc12	4	12	0.0	1	-1	.	0	.
COc1cc(-c2ccc(NC(=O)CN3CCC(C)CC3)c(OC)c2)ccc1NC(=O)CN1CCC(C)CC1	3	.	.	1	-12	4	1	-30
O=C(Nc1ccc(Cl)cc1)c1csc(-c2ccncc2)n1	-3	.	0.0	-3	.	.	6	.
CCOCCCn1c(=NC(=O)c2cccnc2)c(C(=O)OCC)cc2c(=O)n3ccccc3nc21	-14	1	0.1	-5	.	7&-21	18	4
C[C@@H]1CN([C@H](C)CO)S(=O)(=O)c2ccc(Br)cc2O[C@@H]1CN(C)C(=O)C1CCCCC1	.	.	-0.3	.	5	15	.	-24
CO[C@H]1CN(C)C(=O)c2ccc(NC(=O)Nc3cccc(F)c3)cc2OC[C@@H](C)NC[C@H]1C	-4	0	0.3	-5	-7	1	-38	-5
CSc1nsc(SCC(=O)Nc2nncs2)n1	-1	.	0.4	-1	.	12	-3	.
C[C@@H]1CN([C@@H](C)CO)C(=O)c2cc(Br)cnc2O[C@@H]1CN(C)Cc1ccccc1	0	-2	-0.9	0	12	2	2	-5

Remaining list, next part
SMILES	ERAP1 inh	Cneo AK release	XiGFP reactiv	SIRT5 inh	PGC1a acetyl inh	LGR2 inh	S100A4 MyoIIA	Statin myotox sup
O=C(C[C@H]1C[C@@H]2c3cc(NS(=O)(=O)c4ccccc4)ccc3O[C@@H]2[C@@H](CO)O1)N1CCOCC1	2	-1	0.0	-2	-1	-2	-47	-2
CC(C)(C)OC(=O)NCCCCC1=CC2=CC(=O)C(C)(O)C(=O)C2=CO1 (configuration not stated)	1	-3	-0.1	6	4	1	-4	10
Cn1ccc(C(=O)OCC(=O)Nc2cccc(Cl)c2)n1	1	0	0.0	-4	-1	3	8	2
COC(=O)C1=C(O)/C(=C\c2cc(C)n(-c3ccc(F)cc3)c2C)N=C1C	1	.	-0.1	5	-2	9	-18	.
O=CN1CCN(C(=O)C(=O)c2cn(CC(=O)N3CCCCC3)c3ccccc23)CC1	2	-2	-0.1	0	.	9	-5	.
COc1ccccc1-c1c(C)nn2c(C)cc(C)nc12	4	4	0.1	-4	-9	11	-5	0
C[C@@H]1CN([C@@H](C)CO)C(=O)c2cc(NS(C)(=O)=O)ccc2O[C@H]1CN(C)C(=O)Nc1ccccc1	0	3	0.0	3	8	-9	8	13
COc1ccc(N/C=C\C(=O)c2ccc3ccccc3c2)cc1	5	1	-0.1	2	-5	-48	-1	-6
CCCc1cc(=O)oc2cc(OCC(=O)NC(Cc3ccc(Cl)cc3)C(=O)O)ccc12 (configuration not stated)	1	-3	.	-1	-1	1	-3	2
COc1ccc(CC(=O)N2CCN(c3ccccc3OC)CC2)cc1	3	-6	0.0	-3	4	0	-2	4

High-throughput results: PubChem BioAssay, Broad Institute
